Screening results as filed in PubChem BioAssay.
mIAP act = increases mouse intestinal alkaline phosphatase activity; hit rate 0.24% among 330,000; muIAP, CDP-Star luminescence, 30 min; stronger effect = higher value; 1 = vehicle-only enzyme signal, 0 = enzyme-free wells; activation factor at 10 µM; AID 2805;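 active = activation factor of at least 2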; note: the source names both 10 and 20 µM as test concentration; values of inactives mirror those of a sister screen read the other way
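System: mouse IAP enzyme. Reagent: CDP-Star chemiluminescent phosphatase substrate. Benchmarks: DMSO wells, no-enzyme wells. Times: 30 min enzyme-substrate-compound incubation at room temperature. Detection: luminescence from enzymatic CDP-Star hydrolysis. Doses: test compounds delivered from DMSO solution.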
MIN6 prolif = induces beta-cell replication in MIN6 cells; MIN6 cells proliferation, ATPlite luminescence, 48 h; cells starved in 0.2% serum; 100% = growth in 10% serum; hit rate 0.29% among 330,000; proliferation, % at 10 µM;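 active = compounds whose signal lies at least 3.5 SD above the mean of all wells on their plate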;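 note: 0% = DMSO-treated cells in low-serum medium and 100% = 10% serum control; some compounds called inactive have numbers as strong as hits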
ATG4B inh = inhibitors of human ATG4B cysteine protease; inhibition, % at 8.33 µM; ATG4B cleavage of LC3-PLA2, NBD-HPC fluorescence, 1 h; AID 504462; Q9Y4P1; hit rate 0.51% among 340,000; in the data active = inhibition above about 40%
Target sequence (Q9Y4P1 whole entry, looked up): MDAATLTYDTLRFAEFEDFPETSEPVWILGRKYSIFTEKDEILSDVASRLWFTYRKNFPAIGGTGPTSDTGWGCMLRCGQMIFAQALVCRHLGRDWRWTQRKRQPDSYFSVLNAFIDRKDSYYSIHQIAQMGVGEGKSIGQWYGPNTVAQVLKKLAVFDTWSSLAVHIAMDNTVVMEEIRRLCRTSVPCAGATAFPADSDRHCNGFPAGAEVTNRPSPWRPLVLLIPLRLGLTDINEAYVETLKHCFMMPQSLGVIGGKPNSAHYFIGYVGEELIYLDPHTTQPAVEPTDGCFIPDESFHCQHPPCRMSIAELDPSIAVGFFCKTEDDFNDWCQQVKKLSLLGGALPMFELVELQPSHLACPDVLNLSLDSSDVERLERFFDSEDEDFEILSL
hIAP block = human IAP inhibition; P09923; hit rate 0.12% among 330,000; inhibition, % at 10 µM; purified IAP, CDP-Star luminescence, 30 min;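 active = inhibition reaching a set limit with compound at 10 µM in the primary screen, cut at about 35% in these data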;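 note: plate controls were DMSO wells with enzyme for no effect and no-enzyme buffer wells for full effect; values of inactives mirror those of a sister screen read the other way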
mIAP inh = mouse IAP inhibition; purified mouse IAP, CDP-Star luminescence, 30 min; inhibition, % at 10 µM; hit rate 0.2% among 330,000; AID 2806;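 active = inhibition of at least 40% at 10 µM in the primary screen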;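 note: plate controls were DMSO with enzyme for no effect and no enzyme wells for full effect; values of inactives mirror those of a sister screen read the other way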
APOBEC3A inh = blocks human APOBEC3A ssDNA deamination; P31941; recombinant A3A, FAM/TAMRA ssDNA deamination fluorescence; inhibition, % at 20 µM; hit rate 0.41% among 330,000; AID 493011;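 active = at least 40% inhibition at 20 µM here, with at most 30% in a related deaminase screen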;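 note: plate controls were A3A with DMSO for no effect and wells lacking A3A enzyme for full effect; some results filed as inactive read as strong as hits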
Target sequence (P31941 whole entry, looked up): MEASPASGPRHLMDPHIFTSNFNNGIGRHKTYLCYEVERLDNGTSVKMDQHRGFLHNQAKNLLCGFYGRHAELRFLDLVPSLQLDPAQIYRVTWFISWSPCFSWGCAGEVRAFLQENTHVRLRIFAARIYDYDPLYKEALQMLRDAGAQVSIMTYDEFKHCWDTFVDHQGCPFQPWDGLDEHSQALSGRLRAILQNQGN
hIAP act = human IAP activation; P09923; purified human IAP, CDP-Star luminescence, 30 min; stronger effect = higher value; 1 = vehicle-only enzyme, 0 = enzyme-free background; activation factor at 10 µM; hit rate 0.16% among 330,000;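 active = activation factor of the enzyme at least 2-fold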; note: the source names both 10 and 20 µM as test concentration; values of inactives mirror those of a sister screen read the other way
MPTP block = inhibitors of mitochondrial permeability transition pore; isolated mouse mitochondria, Ca2+ swelling absorbance, 30 min; inhibition, % at 10 µM; hit rate 1.4% among 360,000;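 active = inhibition of 50% or more, scaled per plate between neutral and stimulator controls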;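 note: 0% = DMSO wells given calcium and 100% = 1 mM EGTA wells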
A3G deaminase = APOBEC3G (human) deaminase inhibition | recombinant A3G, ssDNA deamination FAM/TAMRA fluorescence | Q9HC16 | hit rate 0.28% among 330,000 | AID 493012 | inhibition, % at 20 µM;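 active = inhibition of at least 40% at 20 µM, with no more than 30% in the related APOBEC3A deaminase screen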;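 note: plate controls were DMSO wells with A3G for no effect and wells lacking A3G enzyme for full effect; some compounds called inactive have numbers as strong as hits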
Target sequence (Q9HC16 whole entry, looked up): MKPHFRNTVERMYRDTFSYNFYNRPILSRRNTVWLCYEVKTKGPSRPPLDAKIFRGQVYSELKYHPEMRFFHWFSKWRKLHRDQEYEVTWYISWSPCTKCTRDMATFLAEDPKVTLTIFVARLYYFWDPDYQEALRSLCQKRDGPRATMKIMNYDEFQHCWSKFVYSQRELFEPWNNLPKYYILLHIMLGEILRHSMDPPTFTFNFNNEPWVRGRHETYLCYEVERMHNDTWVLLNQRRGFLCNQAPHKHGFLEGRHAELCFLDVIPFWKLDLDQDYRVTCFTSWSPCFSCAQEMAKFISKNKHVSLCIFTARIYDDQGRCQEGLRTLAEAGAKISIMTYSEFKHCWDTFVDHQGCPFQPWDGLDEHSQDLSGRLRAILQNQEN
Active calls of the source: *; / = not tested or not shown.

Each structure is followed by: mIAP act, MIN6 prolif, ATG4B inh, hIAP block, mIAP inh, APOBEC3A inh, hIAP act, MPTP block, A3G deaminase
- Cc1ccc(C2C(C(=O)c3ccco3)=C(O)C(=O)N2c2ncccn2)cc1 (centres undefined)
  0.97, -2, -5, 14, 3, -2, 0.86, 2.5, -7
- COc1ccc(NC(=O)Cn2c(=O)n(CC3CCCO3)c(=O)c3ccccc32)c(OC)c1 (centres undefined)
  0.92, 2, 5, 1, 8, 1, 0.99, 0.1, -9
- CC(C)CCn1c(SC(C)C(=O)NC2CC2)nc2ccccc2c1=O (centres undefined)
  0.93, -2, 0, 14, 8, -3, 0.86, -0.3, 2
- Cc1nnc(SCC(=O)Nc2cccc(C(F)(F)F)c2)n1Cc1ccco1
  1.2, 0, -9, 2, -17, -1, 0.98, 0.8, -2
- CCn1nc(C)cc1-c1nnc(Sc2ncc([N+](=O)[O-])s2)n1C
  0.93, -5, 1, -4, 7, -3, 1, -1.2, 13
- COc1ccc(C=Nc2cccc3c(=O)[nH][nH]c(=O)c23)c2ccccc12
  0.95, -4, 13, -3, 5, 2, 1, 6.3, -3
- CCOC(=O)Cc1c(Sc2ccccc2)c2cc(C)ccc2n1C
  0.95, -6, 5, -7, 5, -3, 1.1, 4.7, -4
- CC(=O)NC12CC3CC(CC(CC(=O)O)(C3)C1)C2
  1.1, -4, -3, -1, -7, 1, 1, 0.3, 3
- C[C@@]12C(=O)NCC(=O)N1[C@@H]1c3cc(Br)ccc3OC[C@@H]1[C@@H]2c1ccccc1
  0.91, 2, -8, 2, 9, -2, 0.98, -1.9, -9
- COc1cc(OC)c(C(=O)OCC(=O)Nc2nnc(-c3ccccc3)o2)cc1OC
  1.1, -2, -16, -12, -8, -2, 1.1, -2.9, -7
- CCn1cc(C(=O)N2CCN(c3ccc(F)cc3)CC2)c2cc(OC)c(OC)cc2c1=O
  1.1, 1, -8, 12, -8, 0, 0.88, 1.4, -1
- O=C1C2C3c4ccccc4C(c4ccccc43)C2C(=O)N1Cc1cccnc1 (centres undefined)
  0.96, -3, -5, 12, 4, 1, 0.88, -1.8, -2
- COc1ccc(NC(=O)c2ccc(COc3ccc(C)cc3)o2)cc1
  1, 0, -6, -4, -2, -1, 1, 2.7, -4
- CN(C)C(=O)COC(=O)c1ccccc1OCC(=O)Nc1ccc(SC(F)F)cc1
  1, 0, -3, 11, -2, -1, 0.89, 2.2, -6
- Cc1csc(=O)n1CCC(=O)OC(C)C(=O)Nc1ccc(N2CCOCC2)cc1 (centres undefined)
  1, -1, -7, 22, -5, -6, 0.78, 1.0, -9
- c1cc2c(cc1-c1cnc3n1CCC3)OCCO2
  1.1, 5, 17, 10, -7, -1, 0.91, -2.5, -10
- O=C(COc1ccc(Cl)cc1)Nc1ccccc1N1CCOCC1
  0.9, -1, /, -4, 10, -4, 1, /, -6
- CCS(=O)(=O)N1CCN(c2ccccn2)CC1
  0.95, -4, 4, -15, 5, 0, 1.1, 1.1, -7
- COc1ccc(N2C(=O)C3CCCN3C2c2ccccc2F)cc1 (centres undefined)
  1, -1, 5, -5, -2, 0, 1, 0.7, -4
- Clc1nc(-c2ccccc2)ncc1Oc1ccccc1
  0.89, 1, -1, 16, 11, 6, 0.84, 0.8, -3
- Cc1cccnc1NC(=O)Nc1cccc(C(F)(F)F)c1
  1.1, -2, 11, 2, -6, 2, 0.98, 5.2, 1
- Cn1c(CNC(=O)c2ccco2)nnc1SCC(=O)Nc1cccc(F)c1
  1.1, -2, 2, -11, -9, 2, 1.1, 0.6, 0
- CN(C)CCCN(C(=O)COc1ccccc1)c1nc2ccc(Cl)cc2s1
  1, -2, -8, -3, 0, 2, 1, 0.5, -1
- COc1ccc(N2CCN(C3CCCN(Cc4ccc(F)cc4Cl)C3)CC2)cc1 (centres undefined)
  0.97, 2, -3, 8, 3, -1, 0.92, -0.3, -4
- Cc1cc(/C=C2/SC(=S)N(c3cccc(Cl)c3)C2=O)c(C)n1-c1cccnc1
  0.73, 0, -7, 4, 27, -5, 0.96, 63*, -4
- Cc1nc2c(-c3ccc(F)cc3)c(C)nn2c(N2CCOCC2)c1C
  0.99, -3, 4, 29, 1, 1, 0.71, -1.4, 0
- Cc1nn2c(NC(C)C)c3c(nc2c1-c1ccccc1)CCC3
  1, 0, 2, 10, 0, 1, 0.9, 2.5, -2
- CCCN(Cc1cc2cc(OC)ccc2[nH]c1=O)C(=O)c1ccncc1
  1.1, -1, -11, 10, -10, 8, 0.9, 0.1, 0
- Cc1ccc(-c2cc(C(=O)O)n(-c3ccc(S(N)(=O)=O)cc3)n2)cc1
  0.95, 3, 5, -1, 5, -4, 1, -1.6, -11
- CC(C)c1nnc(NC(=O)C2CCCN2C(=O)Nc2cccc(Cl)c2)s1 (centres undefined)
  1, 0, 8, -6, -4, -2, 1.1, -1.4, -1

New compounds follow.
Each structure is followed by: mIAP act, MIN6 prolif, ATG4B inh, hIAP block, mIAP inh, APOBEC3A inh, hIAP act, MPTP block, A3G deaminase
- O=C(Nc1cn(-c2ccccc2)nc1-c1ccccc1)c1ccccc1
  1.1, 0, 8, 8, -7, 1, 0.92, 2.7, 3
- CC1CCN(S(=O)(=O)c2ccc(NC(=O)CN3CCCC3)cc2)CC1
  0.96, 0, 4, -7, 4, -2, 1.1, -0.2, -10
- C=CCOC(=O)C1=C[C@H](c2cn(C(C)=O)c3ccccc23)[C@@H](CCCO)[C@H](OCC)O1
  1, 2, -21, 0, -1, -1, 1, -0.3, 0
- CC(C)OC(=O)C1C(=O)CC(C)(O)C(C(=O)OC(C)C)C1c1cccnc1 (centres undefined)
  0.95, -1, 0, -20, 5, 3, 1.2, 0.7, -7
- COc1ccc(/C=N/OC/C(O)=C(\C#N)c2nc3ccccc3[nH]2)cc1OC
  0.78, 1, 0, -10, 22, -2, 1.1, 0.1, -3
- CN1CCN(CCCNC(=S)Nc2ccc(F)c(Cl)c2)CC1
  1, 2, -1, -7, -4, 1, 1.1, -1.3, -6
- COc1ccc(Cl)cc1NC(=O)COC(=O)c1cc(NS(=O)(=O)c2cccs2)ccc1O
  0.84, -1, -4, 5, 16, 9, 0.95, -25, 5
- N#CC1=C(N)NC(SCC(=O)c2ccc(Br)cc2)=C(C#N)C12CCCCC2
  0.88, -5, -4, 24, 12, 1, 0.76, 90*, -5
- Cc1c(C(=O)N2CCN(c3ccc(F)cc3)CC2)sc2nc3n(c(=O)c12)CCC3
  0.96, 2, 2, -2, 4, -6, 1, -1.4, -2
- COc1ccc(C(=O)NNC(=O)CN2CCC(n3nnc4cc(C)ccc43)CC2)cc1
  1, 0, 2, -38, -4, 2, 1.4, -0.2, -7
- O=C(O)c1ccc(CN2C(=O)c3ccc(C(=O)O)cc3C2=O)cc1
  1.1, -4, -4, -2, -5, 1, 1, -1.4, 2
- CC(C)CCn1nnnc1CN1CCN(c2ccc(F)cc2)CC1
  1, -1, 1, -5, -3, -3, 1, -0.9, -1
- CCc1ccc2nc(N(CCCN(C)C)C(=O)c3ccc(S(=O)(=O)N(C)C4CCCCC4)cc3)sc2c1
  0.94, -7, 4, -21, 6, -4, 1.2, 4.4, -5
- CCOC(=O)CNC(=O)N1CCCC(C(=O)c2cccc(Cl)c2)C1 (centres undefined)
  0.94, -3, -11, -8, 6, 1, 1.1, 1.0, -3
- Cc1ccccc1C(=O)NNC(=O)/C=C/c1ccccc1
  0.92, -3, -8, 5, 8, -2, 0.95, 0.7, -4
- COc1ccc([C@H]2CC(=O)C=C(c3ccccc3-c3ccccc3)C2)cc1
  0.88, -7, 42*, 7, 12, 2, 0.93, -1.7, 1
- Cc1nn(CC(=O)NC(=O)NC2CCCC(C)C2C)c(=O)c(C#N)c1C (centres undefined)
  0.96, -1, -11, -8, 4, -1, 1.1, 1.3, -8
- CC1CN(c2cnn(C(C)C)c(=O)c2Cl)CC(C)O1 (centres undefined)
  0.98, 1, -4, -4, 2, 1, 1, 0.5, 0
- O=C(c1cccnc1NCc1ccccc1)N1CCOCC1
  0.98, -2, 4, -7, 2, 6, 1.1, 3.4, 1
- Cc1nc(N2CCCCC2)c2sc(=S)n(C)c2n1
  0.84, 8.9*, 1, -3, 16, 5, 1, 0.8, 1
- Cc1ccc(NCc2ccc([N+](=O)[O-])s2)cc1
  0.94, -3, 0, 37*, 6, -3, 0.63, 0.7, 1
- Cc1nc(=O)c(-c2ccccc2)c(C)n1-c1ccc(Br)cc1
  0.97, -1, -5, -8, 3, -4, 1.1, 1.7, -8
- O=C(C1CCCN(S(=O)(=O)c2cnc[nH]2)C1)N1CCN(c2ccc(Cl)cc2)CC1 (centres undefined)
  1, 1, 2, 9, 0, 0, 0.91, -1.1, -6
- O=C(N/C(=C\c1ccc([N+](=O)[O-])cc1)C(=O)N1CCCCC1)c1ccccc1
  0.99, -2, 8, -6, 1, -2, 1.1, -1.0, -10
- CCOC(=O)C1(Cc2ccccc2C)CCCN(S(C)(=O)=O)C1 (centres undefined)
  1, -1, -3, 8, -5, -8, 0.92, 0.1, 5
- COc1cccc(N2CCN(C(=O)C3C4C=CC5(CN(Cc6ccccc6Cl)C(=O)C35)O4)CC2)c1 (centres undefined)
  0.87, 1, 1, 3, 13, -3, 0.97, 0.5, -6
- Cc1c(C(=O)N2CCN(c3ccccc3)CC2)sc2nc3n(c(=O)c12)CCC3
  1, -2, 5, -17, -2, -2, 1.2, -0.7, -5
- CC(=O)c1cccc(NC(=O)C2C3CCC(C3)C2C(=O)O)c1 (centres undefined)
  0.94, -4, 2, 7, 6, -4, 0.93, -0.8, 10
- COc1cccc(NC(=O)N(CCN(C)C)C(C)c2cccnc2)c1 (centres undefined)
  1, 0, -6, -14, -1, -1, 1.1, -0.4, -8
- O=C(N/N=C/c1ccccn1)c1ccco1
  0.98, -2, 4, -9, 2, -2, 1.1, -1.2, -7
- CCCN1CCC(NC(=O)Nc2cccc3ccccc23)CC1
  1.3, 0, 0, -6, -33, 6, 1.1, -0.2, -1
- Cc1cc(Cl)cc(Cl)c1OCC(=O)NCc1ccco1
  0.93, -5, -4, -1, 7, 2, 1, -0.1, 3
- Cc1nc(S(=O)(=O)Nc2ccccc2C(=O)NCC2CC2)cn1C
  1, -1, 5, -18, 0, 1, 1.2, 0.8, -2
